Rtt109 HAT inh: inhibitors of C. albicans Rtt109/Vps75 HAT, primary screen, biochemical, ThioGlo CoA-SH fluorescence, plate reader | Histone acetyltransferase RTT109 (Candida albicans (strain SC5314 / ATCC MYA-2876)), … | purified Rtt109/Vps75, 4 h | inhibition, % at 34.9 µM | 0.16% of 330,000 active;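 active = inhibition of at least 50% in every replicate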
Target sequence (Q5AAJ8 whole entry, looked up): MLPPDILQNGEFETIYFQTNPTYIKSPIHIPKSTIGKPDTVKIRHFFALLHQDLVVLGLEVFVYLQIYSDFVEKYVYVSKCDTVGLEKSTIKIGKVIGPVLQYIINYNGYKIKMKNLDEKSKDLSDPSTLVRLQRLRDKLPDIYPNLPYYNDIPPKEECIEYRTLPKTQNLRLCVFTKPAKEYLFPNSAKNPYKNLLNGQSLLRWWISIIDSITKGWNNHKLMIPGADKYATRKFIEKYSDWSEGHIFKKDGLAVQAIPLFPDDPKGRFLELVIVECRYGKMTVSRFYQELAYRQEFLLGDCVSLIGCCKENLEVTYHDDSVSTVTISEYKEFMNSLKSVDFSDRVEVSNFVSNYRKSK
PfHsp90 yeast 2: growth inhibition of PfHsp90-expressing yeast, primary screen, antimalarial PfHsp90 inhibitor project, S. cerevisiae, BacTiter-Glo luminescence, single point, set 2; BacTiter-Glo ATP, 48 h; yeast lacking PDR1 and PDR3 efflux regulators; inhibition, % at 9.4 µM; 0.32% of 310,000 active; AID 504621, 2011;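 active = every replicate shows inhibition above about 80%, whatever the replicate mean, limit read from the data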;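 also: 0% = DMSO neutral controls and 100% = 20 µM radicicol positive controls; yeast relying on Plasmodium falciparum Hsp90 in place of its own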
PvdQ acylase: P. aeruginosa PvdQ acylase inhibitors, primary screen, biochemical, fluorescence, plate reader and imaging, single point; PvdQ acylase [Pseudomonas aeruginosa LESB58]; purified PvdQ acylase; 0.063% of 340,000 active; inhibition, % at 10 µM; AID 488965, 2010; in the data active = inhibition above about 30%, passing the limit was not always enough;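 also: 0% = vehicle neutral wells and 100% = reference inhibitor wells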
CAL PDZ inh: CAL PDZ peptide-binding inhibitors, primary screen, biochemical, fluorescence polarization, Cer-tagged CAL PDZ, HTS | Golgi-associated PDZ and coiled-coil motif-containing protein (Homo sapiens), Q9HD26 | purified CAL PDZ, TMR-peptide fluorescence polarization, 1 h | inhibition, % at 20 µM | 0.02% of 330,000 active | AID 504414, 2011;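 active = highest replicate inhibition of at least 40%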;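 also: plate controls were DMSO neutral control wells for no effect and unlabeled competitor peptide control wells for full effect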
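Control set: unlabelled peptide and DMSO controls / Material: purified CerCALP PDZ construct / Timing: 1 h incubation at room temperature before polarization reading / Doses: 20 µM, one dose / Detection: fluorescence polarization (mP)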
phage Ecoli inh: growth loss of phage-infected E. coli, primary screen, RecBCD inhibitor project, absorbance, with phage, HTS; inhibition, % at 11.9 µM; 0.26% of 360,000 active; AID 651602, 2012; in the data active = inhibition above about 11%
DAGLB inhibitor: DAGLB lipase inhibitors, primary screen, biochemical, fluorescence, HTS. Diacylglycerol lipase-beta (Homo sapiens), Q8NCG7. HEK293T DAGLB membrane lysate, EnzChek fluorogenic substrate. inhibition, % at 5.17 µM. 0.059% of 340,000 active; in the data active = inhibition above about 34%;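 also: 0% = enzyme with vehicle and 100% = wells lacking enzyme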
Target sequence (Q8NCG7 whole entry, looked up): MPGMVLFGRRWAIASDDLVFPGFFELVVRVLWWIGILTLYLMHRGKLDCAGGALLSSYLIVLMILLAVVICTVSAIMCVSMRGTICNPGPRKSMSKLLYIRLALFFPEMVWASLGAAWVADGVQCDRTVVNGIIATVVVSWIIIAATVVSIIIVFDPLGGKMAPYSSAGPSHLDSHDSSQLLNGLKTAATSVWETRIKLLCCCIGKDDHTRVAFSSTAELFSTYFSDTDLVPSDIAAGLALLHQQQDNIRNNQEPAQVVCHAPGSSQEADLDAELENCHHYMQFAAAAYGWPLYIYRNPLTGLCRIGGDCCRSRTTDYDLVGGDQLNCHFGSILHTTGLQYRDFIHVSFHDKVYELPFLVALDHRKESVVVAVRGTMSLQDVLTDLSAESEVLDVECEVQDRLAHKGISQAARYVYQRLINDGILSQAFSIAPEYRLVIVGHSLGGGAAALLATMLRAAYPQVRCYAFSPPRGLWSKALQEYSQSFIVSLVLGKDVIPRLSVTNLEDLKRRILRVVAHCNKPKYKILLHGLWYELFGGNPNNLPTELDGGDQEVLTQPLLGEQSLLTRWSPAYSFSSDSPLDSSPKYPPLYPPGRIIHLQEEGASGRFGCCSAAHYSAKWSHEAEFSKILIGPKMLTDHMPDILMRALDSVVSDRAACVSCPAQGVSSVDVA
AddAB inh: growth inhibition of E. coli expressing H. pylori AddAB, primary screen, AddAB inhibitor project, absorbance | inhibition, % at 11.9 µM | 0.29% of 330,000 active; in the data active = inhibition above about 12%;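 also: 0% = vehicle wells of infected cells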
Tat export inh: E. coli Tat export inhibitors, primary screen, MC4100, TorA-mCherry reporter, fluorescence, single point; inhibition, % at 10 µM; 0.036% of 340,000 active;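 active = mean replicate inhibition at least 50% and at least half of replicates individually reaching 50%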;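 also: exported cargo escapes ClpAP degradation while cytoplasmic cargo is degraded and loses fluorescence; 0% = median of neutral control wells and 100% = median of NaSCN control wells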
Ecoli viability: E. coli V3065 growth inhibition, primary screen, counter-screen for AddAB inhibitor project, absorbance, OD600 | 18 h | inhibition, % at 11.9 µM | 0.27% of 330,000 active;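 active = inhibition above the campaign's mean inhibition across all tested compounds plus 3 SD, cut at about 9.9% in these data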;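 also: uninfected addAB+ strain grown without phage in ampicillin broth; 0% = DMSO wells and 100% = ciprofloxacin 0.95 µg/ml wells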
Wnt bcat act: Wnt/beta-catenin pathway activators, primary screen, cell-based, plate reader, single point; 1.2% of 300,000 active; Wnt/beta-catenin reporter cell assay, activator; AID 743398, 2014; activation, % at 9.35 µM; in the data active = activation above about 30%, passing the limit was not always enough;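 also: 0% = neutral control wells and 100% = positive control wells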
* = called active by the depositor; . = no result given.

SMILES	Rtt109 HAT inh	PfHsp90 yeast 2	PvdQ acylase	CAL PDZ inh	phage Ecoli inh	DAGLB inhibitor	AddAB inh	Tat export inh	Ecoli viability	Wnt bcat act
CC(C)C(=O)Nc1cccc(-c2cn3ccsc3n2)c1	10	17	-2	-1.5	3.3	0	-0.2	-2	0.0	1
CC(=O)NCC1CCCN(Cc2cn(-c3ccccc3)nc2-c2ccc3c(c2)OCO3)C1 (stereo unspecified)	-2	15	-12	-2.6	-0.8	1	4.0	-2	-0.4	-2
O=C(/C=C/c1cccs1)NC(=S)NNC(=O)c1ccccc1O	.	28	2	-1.2	21*	15	26*	0	22*	-2
COc1ccc([N+](=O)[O-])cc1COc1cc(C)cc2oc(=O)cc(-c3ccccc3)c12	0	-19	-9	-1.3	-0.2	-3	0.7	2	-1.8	.
Cc1ccc(CNC(=O)Cn2c(=O)oc3ccccc32)o1	-2	1	-3	0.4	3.3	-1	0.0	-11	-1.0	0
COc1ccc(S(=O)(=O)N2CCOC23CCN(S(=O)(=O)c2c(C)cc(C)cc2C)CC3)cc1	0	.	1	-1.8	-1.7	-2	-1.3	0	-0.8	-3
COc1cc(C(=O)OCC(=O)NC2CCCCCC2)ccc1OCC(C)C	-2	.	-7	-1.1	4.9	-6	2.1	-1	2.8	-2
CC(C(=O)N1CCN(c2ccccc2F)CC1)c1ccc([N+](=O)[O-])cc1 (stereo unspecified)	3	-13	8	-0.8	-0.4	-2	-0.1	2	0.3	-2
Nc1ncnc(N2CCc3ccccc32)c1[N+](=O)[O-]	-5	-1	-17	-0.9	-0.4	1	-0.3	-2	3.3	-1
CC1(C)CC(=O)/C(=N/Nc2ccc(Cl)cc2)CO1	-7	47	-5	-2.4	-1.2	-3	2.6	-2	0.3	52*
CN(C)S(=O)(=O)c1ccc2c(c1)C(CC(=O)O)OC2=O (stereo unspecified)	33	-9	8	-2.4	1.5	-2	1.1	-4	-3.6	-3
CCn1c2ccccc2c2c3ncc4cccn4c3ccc21	1	-13	-1	-1.3	3.6	1	-1.0	4	0.3	14
CCOc1ccccc1N1CCN(C(=O)c2cc(S(=O)(=O)N3CCCCC3)ccc2C)CC1	6	-8	-15	0.0	2.8	-1	0.9	1	-1.4	-1
Cc1ccc(NC(=O)CSc2nc(=O)n(Cc3ccncc3)c3c2CCC3)c(C)c1	-4	.	-6	-0.7	3.4	2	-2.4	-5	-0.5	-2
COc1ccccc1N1CCN(C(=O)c2cc(-c3ccc(F)cc3)[nH]c2C)CC1	2	3	-6	0.1	0.0	2	.	0	.	-2
O=C(COc1ccc2ccccc2c1)N[C@@H](C(=O)O)c1ccc(O)cc1	-1	-11	-31	-0.3	1.6	1	0.4	-2	-2.4	0
COC(CNC(=O)[C@H](Cc1ccccc1)N1Cc2ccccc2C1=O)OC	-8	3	-15	-0.3	0.6	-2	0.2	-11	2.7	0
c1ccc(Oc2cc(-c3ccccc3)nc(-c3ccccc3)n2)cc1	-9	1	6	-1.1	3.2	-5	2.7	-1	-1.4	-2
CCc1nn(CC(=O)NCCCc2ccccc2)c(=O)c2cc3c(OC)cccc3n12	-3	25	-15	-0.7	-0.5	2	1.9	3	-1.4	0
O=C(NC1CCN(Cc2ccccc2)CC1)c1cccc(Br)c1	4	25	-16	-0.7	5.1	3	0.2	15	0.9	0
COc1ccc(Cn2c(=O)oc3ccc(C)cc32)cc1OC	5	1	-1	-1.4	1.9	0	-0.9	10	0.2	9
Cc1ccc(S(=O)(=O)Cc2cc(-c3ccc(Cl)cc3)no2)cc1	-5	-10	-15	-2.7	3.4	-6	-1.4	0	2.4	-2
COc1ccc(C(=O)N(CC(=O)NC(C)(C)C)c2ccc3c(c2)OCCO3)cc1OC	-3	-8	-25	.	-1.1	-2	1.5	12	0.7	.
COc1ccc(-c2cc(=NC(CC(C)C)C(=O)O)c3cc(C)ccc3o2)cc1 (stereo unspecified)	-3	0	-7	-1.2	1.2	-2	-1.9	10	-0.7	.
Cc1cccc(NC(=O)c2ccc(NC(C)c3ccccc3)c([N+](=O)[O-])c2)n1 (stereo unspecified)	-7	.	-5	-2.7	2.2	-1	0.8	-2	-1.9	1
Cc1cc(=O)oc2c3c(cc(OCC(=O)NCC4CCC(C(=O)O)CC4)c12)OC(C)(C)CC3 (stereo unspecified)	-16	-12	-18	0.8	-0.2	-1	5.7	1	0.5	-1
CC(CCN1CCC(n2nccc2NC(=O)c2ccccc2Cl)CC1)c1ccccc1 (stereo unspecified)	-7	-4	-9	-0.2	2.8	-1	-2.0	-2	-3.4	1
Cc1ccc(CNC(=S)Nc2ccc(OC(F)F)cc2C)cc1	0	27	-1	0.2	2.7	-3	1.1	-1	0.3	0
CC(=O)Nc1ccc(S(=O)(=O)NNC(=O)COc2ccc(Cl)cc2Cl)cc1	-8	6	-4	0.5	2.5	4	1.3	4	0.7	-1
CC(C)CC1Nc2ncnc(N3CCCCC3)c2N(Cc2ccc(Br)cc2)C1=O (stereo unspecified)	-3	-41	0	0.7	2.6	2	2.2	17	0.9	13
N/C(=N\NS(=O)(=O)c1ccc(Cl)cc1)c1ccccn1	-4	-8	-12	-0.1	1.2	-1	2.3	7	0.0	-1
CC1(C)CC(=O)C(C=NCC(N)=O)=C(O)C1	-9	9	0	-1.8	3.9	-1	-0.7	3	-0.4	-1
CCOc1ccc(Nc2ccc([N+](=O)[O-])c3nonc23)cc1	-6	-1	-6	0.0	-2.2	31	4.1	-9	-0.2	4
CC1CN(Cc2nc3c(c(=O)n(C)c(=O)n3C)n2CC(O)CO)CC(C)O1 (stereo unspecified)	0	7	3	1.2	1.6	-3	-0.3	2	1.2	13
CCOC(=O)C(=O)NNc1ccccc1OC	-2	-4	12	0.3	-0.4	-5	2.1	-4	0.7	23
CN1CCN(C(=O)c2c(O)c3cccc4c3n(c2=O)CCC4)CC1	2	15	-18	-1.3	4.9	1	1.4	12	1.8	-5
CC(=O)OC1c2ccccc2C(=O)N1c1ccccc1C (stereo unspecified)	4	2	-4	-0.1	0.1	1	-3.1	5	-1.6	-1
CCn1c(CN2CCN(CCO)CC2)nc2ccccc21	7	3	-5	-1.1	4.4	-3	1.6	-9	0.8	-6
COc1ccc2[nH]c(C)c(CCNC(=S)Nc3cc(C)cc(C)c3)c2c1	4	3	-1	-2.4	1.0	-5	0.2	-7	-1.7	-6
CCOC(=O)N1CCN(C(=O)c2cccn3c(=O)c4c5c(sc4nc23)CCCC5)CC1	.	20	-11	-2.7	2.5	0	-0.3	-3	-1.3	14
O=C(CCl)c1ccc(Cc2ncc(C(F)(F)F)cc2Cl)s1	-3	.	14	-2.0	2.9	6	2.6	-7	0.4	-4
Cc1cccc(NC(=O)CCCc2ccccc2)c1	3	-11	-16	-0.9	1.7	-2	3.5	1	-1.4	17
CC(NC(=O)CCNC(=O)c1ccc(Br)cc1)c1ccc(-n2ccnc2)cc1 (stereo unspecified)	2	-4	-1	-0.1	2.7	0	2.0	-5	0.2	-4
O=C1C=C(c2ccccc2)C[C@H](c2cccs2)[C@H]1n1nnc([N+](=O)[O-])n1	2	-162	-11	-1.9	2.5	0	4.2	11	-0.5	-5
O=C(Cc1ccccc1Cl)Nc1nc2ccccc2[nH]1	-2	-44	-11	-0.9	1.2	-1	-2.5	-7	0.7	4
OCCC1CN(CC#Cc2ccccc2)CCN1Cc1ccccc1F (stereo unspecified)	17	5	6	0.9	3.7	-2	-3.5	3	0.6	-1
CC(=O)c1cc(C#N)c(Oc2cc(C)cc(C)c2)nc1C	0	-2	-8	0.4	2.1	-7	1.9	3	0.1	.
O=C(C[n+]1ccccc1)Nc1ccccc1[N+](=O)[O-]	12	5	9	-0.6	-1.6	1	0.2	-4	-0.9	-2
CC(=O)c1cccc(NC(=O)C(CC(C)C)NC(=O)C2CCCCC2)c1 (stereo unspecified)	-5	-16	-11	-1.0	1.7	2	2.2	2	0.3	0
O=C(O)c1cc(Cl)c(Cl)cc1C(=O)NCc1ccco1	2	1	-2	0.7	-3.2	2	2.0	-8	0.8	-1
CC(C)N1CCN(CCCc2ccccc2)CC1CCO (stereo unspecified)	8	-10	-4	0.1	2.4	-1	2.3	0	-2.1	0
CCC(Oc1ccccc1F)C(=O)NCCN1CCOCC1 (stereo unspecified)	0	10	-18	-1.1	0.3	1	4.1	3	0.1	0
Cc1cccc(C(=O)NNC(=O)C2CCN(C(=O)OC(C)(C)C)CC2)c1	-6	8	-7	0.5	1.0	4	-0.4	2	-1.4	-2
COc1ccc([N+](=O)[O-])cc1NCc1ccco1	10	-7	2	0.8	-0.8	7	0.7	0	-0.9	4
CC(NC(=O)CCc1ccccc1)c1cc2c(cc1Cl)OCCO2 (stereo unspecified)	7	-6	12	-1.7	2.8	-5	1.8	4	-1.6	-2
CCCCn1c(N)c(N(CCOC)C(=O)c2ccc(F)c(S(=O)(=O)N3CCOCC3)c2)c(=O)[nH]c1=O	11	-7	1	-1.6	3.5	-5	1.0	-2	2.2	-4
COc1ccc(OCCSc2nc(N)cc(N)n2)cc1	6	-3	-8	.	3.0	-2	-0.2	6	1.7	2
O=C(OCn1nnc2ccccc2c1=O)c1ccc(Br)o1	7	6	4	-3.2	2.6	-7	0.3	-8	0.4	.
Cn1c(=O)c2c(nc(N3CCc4ccccc4C3)n2Cc2ccc(Br)cc2)n(C)c1=O	2	2	-18	-0.1	2.7	0	3.5	2	-1.4	.
C=CCn1c(=S)[nH]c2ccc(Br)cc2c1=O	10	12	-13	.	1.7	-3	-1.1	6	-0.6	-4
CCN1CCN(S(=O)(=O)c2cc(OCC(=O)NC3CCCCC3)c(C)cc2Cl)CC1	14	17	12	-1.5	0.5	-5	1.4	0	0.7	-10
CCCCn1nc2cc(C(=O)NCc3cc(C(F)(F)F)cc(C(F)(F)F)c3)ccc2c1OCC	19	-1	-2	-0.5	1.4	-16	-1.3	-8	-1.0	1
O=C(O)CCC(=O)N1CCC[C@H]1C(=O)O	-7	-15	-11	-0.1	3.6	0	0.9	2	-0.5	1

A second format for some results above.
SMILES | Rtt109 HAT inh | PfHsp90 yeast 2 | PvdQ acylase | CAL PDZ inh | phage Ecoli inh | DAGLB inhibitor | AddAB inh | Tat export inh | Ecoli viability | Wnt bcat act
C=CCn1c(=S)[nH]c2ccc(Br)cc2c1=O | 10 | 12 | -13 | . | 1.7 | -3 | -1.1 | 6 | -0.6 | -4
CCN1CCN(S(=O)(=O)c2cc(OCC(=O)NC3CCCCC3)c(C)cc2Cl)CC1 | 14 | 17 | 12 | -1.5 | 0.5 | -5 | 1.4 | 0 | 0.7 | -10
CCCCn1nc2cc(C(=O)NCc3cc(C(F)(F)F)cc(C(F)(F)F)c3)ccc2c1OCC | 19 | -1 | -2 | -0.5 | 1.4 | -16 | -1.3 | -8 | -1.0 | 1
